Bioassay records: PubChem BioAssay, several laboratories
PABP1 MLLE inh: inhibitors of PABP1 MLLE–PAM2 peptide binding, primary screen, biochemical, fluorescence polarization, FITC-PAM2, GST-MLLE | inhibition, % at 20 µM | 360,000 tested, 0.36% active | Polyadenylate-binding protein 1 (Homo sapiens), P11940; in the data active means inhibition above about 35%, passing the limit was not always enough;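 further: plate controls were DMSO wells with GST-MLLE for no effect and wells lacking GST-MLLE protein for full effect; some results filed as inactive read as strong as hits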
MsrA inh: bovine MsrA enzyme inhibitors, primary screen, biochemical, absorbance, HTS; Methionine sulfoxide reductase A (Bos taurus); inhibition, % at 15.5 µM; 360,000 tested, 0.75% active; purified bovine MsrA, absorbance read-out; in the data active means inhibition above about 4.5%;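 further: 0% = vehicle wells with enzyme and 100% = reference inhibitor wells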
MsrA act: bovine MsrA enzyme activators, primary screen, biochemical, absorbance, HTS | purified bovine MsrA, absorbance read-out | activation, % at 10.6 µM | 360,000 tested, 0.3% active; in the data active means activation above about 7.5%;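 further: 0% = vehicle and 100% = reference activator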
TbMetRS inhib: T. brucei MetRS inhibitors, primary screen, biochemical, luminescence. methionyl-tRNA synthetase (Trypanosoma brucei brucei). purified T. brucei MetRS, ATP depletion, Kinase-Glo luminescence. inhibition, % at 11.9 µM. 360,000 tested, 0.4% active. AID 624268, 2012;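 active means inhibition above a per-plate cutoff of the control wells' mean inhibition plus 3 SD, cut at about 5.5% in these data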;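 further: 0% = DMSO wells median and 100% = median of wells with control inhibitor compound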
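System: purified T. brucei MetRS enzyme / Detection: Kinase-Glo luciferase luminescence reporting remaining unconsumed ATP / Medium: HEPES buffer with MgCl2, KCl, DTT, spermine, BSA, pyrophosphatase / Replication: singlicate, one well per compound / Evaluation: percent inhibition relative to median high and low control wells / Schedule: 2 h aminoacylation at 25 °C after 15 min preincubation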
Neddylation inh: inhibitors of cullin neddylation, primary screen, biochemical, TR-FRET, uHTS, NAE and Ubc12. calls only at 25 µM. AID 651699, 2012. 360,000 tested, 0.58% active. NEDD8-conjugating enzyme Ubc12 (Homo sapiens) + NEDD8-activating enzyme E1 regulatory …; in the data active means inhibition above about 36%
FAS-TE inh: FAS thioesterase domain inhibitors, primary screen, biochemical, fluorescence intensity, uHTS; recombinant FAS-TE, OMFH fluorogenic substrate, fluorescence endpoint; inhibition, % at 15 µM; 360,000 tested, 0.67% active;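 active means compounds whose normalised, plate-corrected inhibition of enzyme fluorescence in the single-dose primary screen is 50% or more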;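 further: 0% = DMSO with enzyme and 100% = substrate without enzyme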
eLon inh: inhibitors of E. coli Lon protease, primary screen, biochemical, fluorescence polarization; P0A9M0; purified E. coli Lon protease; inhibition, % at 7.94 µM; 360,000 tested, 0.42% active; AID 602123, 2011; in the data active means inhibition above about 13%, passing the limit was not always enough;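 further: 0% = enzyme with probe and DMSO and 100% = no enzyme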
Rin1-Abl PPI inh: inhibitors of Rin1-Abl protein binding, primary screen, biochemical, TR-FRET. inhibition, % at 7.35 µM. 360,000 tested, 0.4% active. AID 588664, 2011; in the data active means inhibition above about 5%, passing the limit was not always enough
CSN deneddyl inh: inhibitors of CSN-mediated cullin deneddylation, primary screen, biochemical, fluorescence polarization, uHTS | Purified CSN, SCF-Nedd8-OG deneddylation | inhibition, % at 12.5 µM | 360,000 tested, 0.38% active;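 active means pattern-corrected inhibition above about 35%, with an unprinted fluorescence ratio check between 0.5 and 1.5, limit read from the data, passing the limit was not always enough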;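 further: 0% = enzyme with substrate and 100% = substrate without enzyme; some results filed as inactive read as strong as hits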
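Assay system: HEK293T-derived human Csn5 enzyme; quantity: 0.24 nM enzyme; medium: Tris/NaCl/DTT buffer, pH 7.5; also added: substrate SCFSkp2-Nedd8OG, 10 nM; doses: 12.5 µM compound; schedule: 90 min reaction at room temperature; signal: FP; read-out: % inhibition of substrate cleavage by Csn5; benchmarks: substrate-only high control, full reaction low control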
Numbers without * were called inactive; i = inactive; / = not tested or not shown.

Results follow in this order: PABP1 MLLE inh, MsrA inh, MsrA act, TbMetRS inhib, Neddylation inh, FAS-TE inh, eLon inh, Rin1-Abl PPI inh, CSN deneddyl inh
1	O=C(NC1CCCC1)C(c1cccnc1)N(Cc1ccccc1F)C(=O)c1csnn1 (stereo not drawn)
    38, -1.0, -2, -0.5, i, -5, -6, -1, 0
2	CN(C)c1ccncc1C(=O)Nc1ccc(F)cc1F
    2, -0.3, -9, -1.5, i, -2, 2, 2, 1
3	CCN(CC)S(=O)(=O)c1ccc2oc(C(=O)NC(C)C)c(C)c2c1
    3, 0.5, -6, -0.6, i, 2, -6, 1, 2
4	O=C(CN1CCOCC1)N/N=C/c1ccc(-c2ccc(C(=O)O)cc2)o1
    -132, 2.5, -5, -1.2, i, -12, -6, -4, 0
5	CC(C)NC(=O)COc1nncc2ccccc12
    -1, -0.2, -2, 0.1, i, -5, 1, 1, -3
6	COc1cccc(OCc2ccc(C(=O)NCC3CCCO3)cc2)c1 (stereo not drawn)
    -9, 1.4, -2, 0.3, i, -9, -4, -3, 1
7	Cc1ccc(-n2ncc3c2CCCC3NC(=O)CCN2CCCC2=O)cc1C (stereo not drawn)
    4, 0.2, -1, 0.1, i, -2, -1, 0, -2
8	CSc1nc2nccc(/C=C\c3ccccc3)n2n1
    -13, 4.9*, -3, -0.4, i, -1, 3, -7, 9
9	CCCCn1nnnc1C(c1cc2ccccc2o1)N(C)Cc1ccc(Cl)cc1 (stereo not drawn)
    /, -0.6, 3, -0.2, i, 24, 5, /, -4
10	Oc1ccccc1N=Cc1c(O)ccc2ccccc12
    -65, 0.5, 1, 0.3, i, 4, -223, -4, 85
11	Cc1ccc(OCCSc2nc(NC(C)C)nc(NC(C)C)n2)cc1
    8, 0.8, 0, -0.8, i, 28, 1, 0, 6
12	CC(=O)N1N=C(c2ccc(Br)cc2)CC1c1cn(C)c2ccccc12 (stereo not drawn)
    -12, 0.0, 1, 2.6, i, 15, 3, 3, -15
13	COc1ccccc1-c1cc2nc(NCCOc3ccccc3)ccn2n1
    -6, 2.1, -3, -0.1, /, 20, -7, -5, -6
14	COc1ccc(-c2nc3ccccc3c(=O)n2CCOc2ccc(C)cc2C)cc1
    -12, -0.8, -2, -0.7, i, 44, -3, 3, 1
15	O=C(CSc1nnc(COc2ccc(Br)cc2)o1)N1CCOCC1
    1, 0.1, -4, 0.8, i, -3, -1, 0, 5
16	CN(CC1CCCN(CCc2cccc(C(F)(F)F)c2)C1)C(=O)c1cc2ccccc2o1 (stereo not drawn)
    2, -1.1, 0, -0.1, i, 9, -4, 4, 0
17	COc1ccccc1C(=O)NCCc1nc2ccccc2[nH]1
    2, 0.0, 1, 0.8, i, 0, 3, -3, 5
18	CN1CCN(CCNC(=O)Nc2ccc([N+](=O)[O-])cc2)CC1
    7, 1.8, -2, 0.0, i, -4, 3, -6, -2
19	COc1ccc(/C(O)=C2/C(=O)C(=O)N(CCCN3CCOCC3)C2c2ccc(Cl)cc2)cc1 (stereo not drawn)
    8, 6.8*, -3, -0.3, i, -6, -7, -4, -4
20	CCN(C(=O)CSc1ncccc1C(=O)O)C1CCCCC1
    -2, -1.0, -5, 0.1, i, -10, -2, -3, -1
21	CCc1ccc2nc(N(CCN(C)C)C(=O)c3ccc4ncsc4c3)sc2c1
    -14, 1.0, 1, -0.5, i, 3, -5, 0, 5
22	CC1Cc2ccccc2N1c1ncnc(N)c1[N+](=O)[O-] (stereo not drawn)
    -11, 0.6, -4, -0.8, i, 2, -6, -5, 0
23	Cc1cc(C(=O)Nc2ccccc2C(=O)N2CCCCC2)ccc1[N+](=O)[O-]
    0, -0.5, -10, -1.1, i, 6, -5, 2, 5
24	CCCCCn1c(CN2CCN(Cc3ccccc3)CC2)nc2c1c(=O)[nH]c(=O)n2C
    4, 2.5, -1, -0.1, i, 1, -4, 2, 1
25	Cc1ccc(NC(=O)CC2S/C(=N/N=C/c3c[nH]c4ccccc34)NC2=O)cc1 (stereo not drawn)
    -28, 0.9, -7, -0.1, i, 1, 6, 4, 0
26	CCc1ccc(N2CC(C(=O)N/N=C/c3ccccc3OC)CC2=O)cc1 (stereo not drawn)
    -4, 2.7, -1, -0.4, i, -1, -3, 4, -1
27	O=C(Cc1c(F)c(F)c(F)c(F)c1F)Nc1nc(-c2ccccc2)cs1
    8, 0.4, -2, -0.4, i, 23, -2, -2, -3
28	CC(Sc1nnc(Cc2cccs2)n1C1CCCCC1)C(N)=O (stereo not drawn)
    -7, -1.2, -10, 0.3, i, -6, 2, 2, 0

Filtered by structure: the compounds so far with an aryl methoxy group.
Results follow in this order: PABP1 MLLE inh, MsrA inh, MsrA act, TbMetRS inhib, Neddylation inh, FAS-TE inh, eLon inh, Rin1-Abl PPI inh, CSN deneddyl inh
6	COc1cccc(OCc2ccc(C(=O)NCC3CCCO3)cc2)c1 (stereo not drawn)
    -9, 1.4, -2, 0.3, i, -9, -4, -3, 1
13	COc1ccccc1-c1cc2nc(NCCOc3ccccc3)ccn2n1
    -6, 2.1, -3, -0.1, /, 20, -7, -5, -6
14	COc1ccc(-c2nc3ccccc3c(=O)n2CCOc2ccc(C)cc2C)cc1
    -12, -0.8, -2, -0.7, i, 44, -3, 3, 1
17	COc1ccccc1C(=O)NCCc1nc2ccccc2[nH]1
    2, 0.0, 1, 0.8, i, 0, 3, -3, 5
19	COc1ccc(/C(O)=C2/C(=O)C(=O)N(CCCN3CCOCC3)C2c2ccc(Cl)cc2)cc1 (stereo not drawn)
    8, 6.8*, -3, -0.3, i, -6, -7, -4, -4
26	CCc1ccc(N2CC(C(=O)N/N=C/c3ccccc3OC)CC2=O)cc1 (stereo not drawn)
    -4, 2.7, -1, -0.4, i, -1, -3, 4, -1

An unsorted share of the library. Share with any hit: about 4%.
